Bioassay records: PubChem, National Center for Advancing Translational Sciences (NCATS)
AmpC inh det: blocks E. coli AmpC beta-lactamase in presence of detergent; P00811; 71,000 tested, 0.09% active; purified AmpC, nitrocefin hydrolysis with detergent; Potency, µM (highest dose often 28.7 µM), without a hit: top-dose activity change, negative = inhibition; active = well fitted curve in the direction sought with a large enough effect
Target sequence (P00811 whole entry, looked up): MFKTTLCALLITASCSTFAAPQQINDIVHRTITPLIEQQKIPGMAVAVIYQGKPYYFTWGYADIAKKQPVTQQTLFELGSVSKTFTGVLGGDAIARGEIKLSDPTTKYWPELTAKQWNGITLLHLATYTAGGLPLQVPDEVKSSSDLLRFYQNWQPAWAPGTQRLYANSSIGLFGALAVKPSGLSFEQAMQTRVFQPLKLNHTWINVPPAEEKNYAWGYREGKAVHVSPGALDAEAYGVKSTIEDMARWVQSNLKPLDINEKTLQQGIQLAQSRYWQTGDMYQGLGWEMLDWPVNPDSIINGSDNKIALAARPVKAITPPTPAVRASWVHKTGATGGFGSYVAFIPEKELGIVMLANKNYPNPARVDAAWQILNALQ
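E. coli AmpC (5.3 nM) in 20 mM phosphate pH 7.0 with 0.01% Triton X-100, preincubated 15 min RT with compound; nitrocefin (2 uL of 800 uM stock) hydrolysis followed by 480 nm absorbance every 20 s over 4 min.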
Active calls of the source: *; [ ] = another dose, or the depositor's remark. % is set by controls: 0 for no effect and ±100 for the full control effect; potency is the fitted concentration of half-maximal effect. An excerpt. The share of hits here may be higher or lower than overall.

Molecule	AmpC inh det
CCCS(=O)(=O)N1CCCC(C(=O)N2CCC(Cc3ccccc3)CC2)C1 (configuration not stated)	-4.8%
Nc1nonc1-c1nc2ccccc2[nH]1	-6.0%
COc1ccc(NC(=O)c2cc3ccccn3n2)cc1	3.3%
CN(C)CCCn1c2c3ccccc3ccc2c2oc(=O)c3ccccc3c21	-2.2%[5.75 µM]
O=C(NO)C1CC2C=CC1C2 (configuration not stated)	-0.5%
COC(=O)[C@H]1C[C@@H]1[C@H](NC(=O)c1cccnc1)c1ccccc1	1.1%
CC1=NC(C)Cc2ccccc21 (configuration not stated)	-1.4%
COc1ccccc1CN1CCCC2(CCN(C(C)=O)CC2)C1	-4.0%
[N-]=[N+]=CC(=O)CNC(=O)[C@@H](Cc1ccccc1)N1C(=O)c2ccccc2C1=O	16.1%
Cc1ccc(N(C(=O)Cn2nnc(-c3ccc(C)o3)n2)C(C(=O)NC2CCCC2)c2ccco2)cc1 (configuration not stated)	17.3%
CCC(C)N(C(=O)c1csnn1)C(C(=O)NCc1ccc(F)cc1)c1ccco1 (configuration not stated)	-5.7%
COCCOC(=O)C1=C(N)OC2=C(C(=O)CC(C)(C)C2)C1c1cccnc1 (configuration not stated)	-2.4%
CCOC(=O)c1c(C)n(C)c2ccc(OCC(O)CN3CCN(C)CC3)cc12 (configuration not stated)	9.6%
CCC(=O)N1CCN(C(C)=O)C1c1ccccc1 (configuration not stated)	-2.8%
O=C(CSc1oc(-c2ccco2)nc1S(=O)(=O)c1ccc(Cl)cc1)NCC1CCCO1 (configuration not stated)	-5.6%
CSc1nnc(-c2ccccc2Cl)n1N	-1.0%
CCS(=O)(=O)N1CCCC(C(=O)NCCN2CCC(Cc3ccccc3)CC2)C1 (configuration not stated)	-0.8%
CCOC(=O)CSc1nnc(-c2ccco2)n1-c1ccc(C)cc1	-0.1%
Nc1nnc(SCC(=O)NCc2ccc3c(c2)OCO3)s1	-3.3%
O=C(CC1Nc2ccccc2NC1=O)NCc1cccnc1 (configuration not stated)	-12.5%
COc1cc2[nH]c(=S)nc(NCC3CCCO3)c2cc1OC (configuration not stated)	0.3%
O=C(CSC1=NCCS1)N1CCc2ccccc21	0.5%
C(=C\CSc1ncn[nH]1)/CSc1ncn[nH]1	-1.2%
O=C(CN1CCOCC1)Nc1ccc(NC(=O)CN2CCOCC2)c(Cl)c1	-1.0%
COc1cccc(C2=NOC(C(=O)N3CCN(C(=O)c4ccco4)CC3)C2)c1 (configuration not stated)	18.8%
Cc1ccc(NC(=O)COC(=O)C2=COCCO2)cc1	11.8%
O=C(CSc1oc(-c2ccccc2)nc1S(=O)(=O)c1ccc(F)cc1)NCC1CCCO1 (configuration not stated)	-5.8%
Cn1c(CN2CCOCC2)c(C#N)c2ccccc21	-6.1%
CN(c1ccc(C(=O)NCc2ccc3c(c2)OCO3)cc1)S(C)(=O)=O	-4.0%
COc1cc(NS(=O)(=O)c2ccc(C)cc2C)cc(OC)c1OC	-5.4%
COCCNc1nc(-c2ccoc2)nc2ccccc12	11.3%
Cc1ccc(S(=O)(=O)NCC(C)NS(=O)(=O)c2ccc(C)cc2)cc1 (configuration not stated)	1.0%
CS(=O)(=O)N1CCN(c2nc3ccccc3s2)CC1	-1.6%
Cc1ccccc1-n1nc2c(c1NC(=O)c1cc3ccccc3oc1=O)CS(=O)(=O)C2	-3.1%
CCOc1ccccc1N1CCN(S(=O)(=O)c2ccc(F)c(F)c2)CC1	-2.6%
N#CC1=C2C=CC=CN2CC1=O	-3.0%
COC(=O)c1ccc(OCC2c3cc(OC)c(OC)cc3CCN2C(=O)C2CC2)cc1 (configuration not stated)	-3.5%
COCCn1c(SCc2ccc(C(=O)OC)o2)nc2ccccc2c1=O	-5.4%
Cc1cccc2c1N(CC(=O)OC(C)C)C(=O)C2=O	13.6%
CCCCN(CC)C(=O)CSc1cc(=O)n(C)c2ccccc12	11.0%
O=C(c1cc2nc(-c3ccccc3)cc(-c3ccccc3)n2n1)N1CCC2(CC1)OCCO2	-1.4%
COc1ccc(N(C)C(=O)CCS(=O)(=O)c2cccc3nonc23)c(OC)c1	-2.3%
O=C(c1nnc(Cc2ccc(Cl)cc2)o1)N1CCc2ccccc2C1	12.4%
COc1ccc(O)c(-c2c(-c3ccc(Cl)cc3)n[nH]c2C)c1	2.3%
CCOc1ccc2cc(C#N)c(SCC(=O)N3CCCC3)nc2c1	15.3%
COc1ccc(Cl)cc1NC(=O)c1cnc2n(c1=O)CCS2	6.7%
Cc1ccccc1NS(=O)(=O)c1ccc2[nH]cc(C(=O)NCCCN3CCOCC3)c(=O)c2c1	-2.8%
CN(CC(=O)Nc1sccc1C#N)C1CCCCC1	-9.7%
COc1cccc(Nc2ncc3nc(-c4cn(C)c5ccccc45)c(=O)n(CCC#N)c3n2)c1	-0.9%
O=C(NCc1ccncc1)Nc1ccc(F)cc1	-3.3%
O=C(NCCCO)c1nc2ccccc2s1	-5.1%
COc1cccc(S(=O)(=O)NCc2ccc(C(=O)NCc3ccco3)cc2)c1	-4.2%
Cc1noc(C)c1COC(=O)c1cccc(S(=O)(=O)N2c3ccccc3CC2C)c1 (configuration not stated)	-3.1%
CC(C)CCNC(=O)C1CCN(c2nc3ccccc3o2)CC1	-2.5%
O=C(Nc1cccnc1)c1ccccc1Oc1ccccc1	-4.1%
c1ccc(-c2noc(CN3CCN(c4ccccc4)CC3)n2)cc1	13.1%
Cc1ccc(-c2nc(CS(=O)CC(=O)NCCN3CCOCC3)c(C)o2)cc1 (configuration not stated)	7.1%
CCNc1nc(NC(C)(C)C)nc(N(C#N)CC)n1	-0.9%
COc1ccc(CC(CC(=O)O)C(=O)Nc2ccccc2)cc1 (configuration not stated)	-3.8%
COc1ccc(/C=N/n2cnnc2)cc1COc1ccccn1	-4.5%

Going on with the list.
Molecule	AmpC inh det
O=[N+]([O-])c1ccc(Cl)c(CNc2ncnc3c2ncn3[C@@H]2CCCCO2)c1	-2.8%[5.75 µM]
CNc1ncncc1-c1ccccc1CN(C)C	5.6%
CCCCSc1nnc(-c2cc(Br)ccc2N)c(=O)[nH]1	-1.4%
O=C(OCc1nnc(-c2ccccc2)o1)c1ccc2c(c1)OCO2	7.5%
OC(CN1CCN(c2ccccc2)CC1)c1c[nH]c2ccccc12 (configuration not stated)	-1.5%
Cc1ccc(S(=O)(=O)N2CCN(C(=O)CSc3nnc(-c4ccco4)o3)CC2)cc1	-1.7%
O=C(c1c(O)c2ccc(Cl)cc2[nH]c1=O)C1CC1	1.1%
CCC/C=C(\CCC)C(NC(=O)Cc1ccccc1)c1ccc(C(=O)OC)cc1 (configuration not stated)	1.7%
CC(NC(=O)c1csc2ccccc12)C1CCCO1 (configuration not stated)	-1.0%
O=C(O)[C@H]1CCN1	-1.1%
CCOc1ccc(Cc2nnc(N)s2)cc1OCC	-2.6%
COc1ccc(-n2cnnc2SCc2ncc(-c3ccccc3)o2)cc1	-5.1%
CCCS(=O)(=O)N1CCC(C(=O)NCCCN(CC)c2cccc(C)c2)CC1	-1.8%
Cn1c(C(=O)NCc2cccs2)cc2c(=O)n(C)c3ccccc3c21	9.4%
COc1ccc(N(C(=O)Cn2nnc3ccccc32)C(C(=O)NCc2ccco2)c2ccc(C)o2)cc1 (configuration not stated)	6.4%

Look-ups from the results shown:
COc1ccc(-n2cnnc2SCc2ncc(-c3ccccc3)o2)cc1 – AmpC inh det: -5.1%
O=C(O)[C@H]1CCN1 – AmpC inh det: -1.1%
CNc1ncncc1-c1ccccc1CN(C)C – AmpC inh det: 5.6%
O=C(OCc1nnc(-c2ccccc2)o1)c1ccc2c(c1)OCO2 – AmpC inh det: 7.5%
CC(NC(=O)c1csc2ccccc12)C1CCCO1 (configuration not stated) – AmpC inh det: -1.0%
OC(CN1CCN(c2ccccc2)CC1)c1c[nH]c2ccccc12 (configuration not stated) – AmpC inh det: -1.5%

Rewritten field by field: entries from further up
SMILES: COc1ccc(N(C(=O)Cn2nnc3ccccc32)C(C(=O)NCc2ccco2)c2ccc(C)o2)cc1 (configuration not stated)
  AmpC inh det: 6.4%
SMILES: O=C(OCc1nnc(-c2ccccc2)o1)c1ccc2c(c1)OCO2
  AmpC inh det: 7.5%

(further entries)
Molecule	AmpC inh det
Cc1cccc(Br)c1	8.7%
COc1ncc2nc(C)c(=O)n(Cc3cccs3)c2n1	-1.0%
CC(C)NP(=O)(NC(C)C)OP(=O)(NC(C)C)NC(C)C	-0.5%
Cc1n[nH]c(=S)n(/N=C/c2ccccn2)c1=O	-0.9%
CCOC(=O)N1CCC(N2Cc3cccc(C(=O)N4CCN(C5CCCCC5)CC4)c3C2=O)CC1	3.6%
Cc1cc(NC(=O)c2cc(S(=O)(=O)N3CCCCC3)ccc2C)n(-c2ccccn2)n1	11.4%
O=C1Nc2ccccc2C1=Nc1ccc(S(=O)(=O)Nc2nccs2)cc1	-7.0%[5.75 µM]
CCOC(=O)c1c(C)[nH]c(C(=O)COC(=O)C2CC(=O)N(Cc3ccccc3)C2)c1C (configuration not stated)	-1.5%
Cc1ccc(C(=O)OCc2cc3ccccc3[nH]c2=O)cc1	-7.9%
COC(=O)c1cc(S(=O)(=O)NC2CCN(Cc3ccccc3)CC2)cn1C	-2.3%
N#Cc1c(N)nc(SC2CCCCC2=O)c(C#N)c1-c1ccco1 (configuration not stated)	-6.7%
FC(F)(F)c1cc(CO[C@H]2CCCN[C@H]2c2ccccc2)cc(C(F)(F)F)c1	-2.0%
O=C(O)CSc1ccccc1C(=O)O	-5.2%[5.75 µM]
C=CCNC(=O)CNS(=O)(=O)c1ccc(F)cc1	0.8%
Clc1ccc2c(c1)c1ccccc1n2CN1CCOCC1	3.4%
CCOCCCN=Cc1c(O)n(Cc2ccccc2)c(=O)[nH]c1=O	11.3%
CCOC(=O)/C=C1\SCC(=O)N1Cc1ccc(Br)cc1	-2.4%
COCCSc1ccccc1C(=O)N1CCCC1	-1.1%
Cc1c(Cl)cccc1NC(=O)CN1C(=O)CSc2ncccc21	11.3%
c1ccc(CNCCN2CCNCC2)nc1	11.5%
CCCCn1nnnc1SCC(=O)Nc1ccc2c(c1)OCCO2	3.1%
COc1ccc(C[C@H](O)CN2CCOCC2)cc1	-3.6%[5.75 µM]
CCN(C(=O)c1ccccc1Cl)c1ccccc1	-2.3%
Cc1ccc(CN2C(=O)CCC2C(=O)NC2CC2)cc1 (configuration not stated)	6.5%
O=C(NC1=NCCS1)c1cc(-c2ccccc2)nn1-c1ccccc1	10.3%
COc1ccc(-n2c(O)c(/C=N/n3cnnc3)c3ccccc3c2=O)cc1	0.8%
O=C(Nc1ccccc1O)c1cc(S(=O)(=O)N2CCOCC2)ccc1Cl	0.4%
Cc1nc2sc3c(c2c2nc(-c4ccco4)nn12)CCCC3	-1.0%
COc1ccccc1CN1CC[C@@]2(CCCN(C(=O)c3cccn3C)C2)C1	-12.7%
O=C(NC1CCCC1)C1CCCN(S(=O)(=O)c2ccc(-n3cnnn3)cc2)C1 (configuration not stated)	4.4%
Cc1ccc(CNC(=O)Cn2ccc3ccccc3c2=O)o1	-3.1%
CCOC(=O)C(C(C)=O)c1c(Br)c(O)c(O)c2c(C(=O)c3ccc(C)cc3)coc12 (configuration not stated)	-3.0%
NC(=O)c1cccc2c(=O)oc3ccccc3c12	-7.1%
Nn1c(SCC(=O)Nc2ccc(Oc3ccccc3)cc2)nnc1C1CC1	-1.5%
CCOc1ncccc1C(=O)OCc1ccc(C(=O)OC)o1	1.7%
CSc1nc2ccccc2n1CC(=O)Nc1c(C)n(C)n(-c2ccccc2)c1=O	-1.2%
Cc1onc(-c2ccccc2)c1C(=O)Nc1nc(-c2ccc(F)c(F)c2)cs1	-5.3%
COC(=O)C1(CC(C)C)C=C2C(=C(C(C)C)C(=O)C2C)CN1 (configuration not stated)	-3.3%
O=C(NCCCN1CCN(c2cccc(Cl)c2)CC1)C1CCC(=O)N1Cc1ccccc1Cl (configuration not stated)	0.9%
COc1ccccc1-n1c(SCC(=O)N2CCOCC2)nc(O)c(Cc2ccccc2)c1=O	-2.1%
O=C(CSc1nnc(Cc2ccccc2)o1)N1CCc2ccccc21	11.9%
COc1ccccc1CNc1ncnc2ccc(-c3ccc4c(c3)OCO4)cc12	8.2%
CC1CCN(CCCNC(=O)c2cc3c(=O)n(C)c4ccccc4c3n2C)CC1	11.9%
O=C(O)CCC(=O)N1CCN(c2ccc(C(=O)c3ccc(F)cc3)cc2)CC1	-2.7%
CCOC(=O)c1ccc(NC(=O)CSCc2ccco2)cc1	-1.0%
O=C(CSc1nnc(-c2ccccn2)n1Cc1ccco1)c1ccc(Cl)cc1	-4.8%
CCN(CC)S(=O)(=O)c1cccc(-c2nnc(SCC(=O)c3ccc(Cl)s3)n2C)c1	-4.1%
CCP(=O)(CC)c1cccc(N)c1	-1.0%
CCOC(=O)c1c(N=CN(C)C)c(C#N)n2c1CCC2	5.4%
Cc1onc(-c2c(F)cccc2Cl)c1C(=O)OCC(=O)NCc1ccco1	-4.1%
COC(=O)c1c(NC(=O)CC2NCCNC2=O)sc2c1CCCC2 (configuration not stated)	-1.0%
O=C(CC1Oc2ccccc2NC1=O)NC1CCCC1 (configuration not stated)	11.3%
Cc1c(C)c2c(C)[nH]nc2oc1=O	-1.0%
CCc1c(C)nc2ncnn2c1N1CCCC(C(=O)NCCc2ccc(OC)cc2)C1 (configuration not stated)	-3.2%
Cn1cc(C(=O)NCCN2CCN(c3ccccc3F)CC2)c2c3ccccc3n(C)c2c1=O	6.8%
CCOC(=O)c1[nH]c2c(c1C)C(=O)CC(c1ccc(N(C)C)cc1)C2 (configuration not stated)	7.6%
CCN(CCCNC(=O)C1CCN(S(=O)(=O)CC)CC1)c1ccccc1	-3.7%
COc1cccc(C(=O)Nc2ccc(NC(=O)c3ccco3)nc2)c1	-0.6%
